Compound activity as filed in PubChem.
CHO parental Ca = signal in parental CHO cells, OX1R antagonist counter-screen | inhibition, % at 5.6 µM | 330,000 compounds, 0.63% hits | parental CHO-K1, ATP-induced calcium, Fluo-8 fluorescence;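 active means inhibition above that plate's mean sample inhibition plus 3 SD, cut at about 26% in these data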;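 further: 0% = ATP-challenged DMSO wells and 100% = DMSO wells without ATP; some compounds past the cut are filed as inactive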
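Test system: parental CHO cells; detection: calcium-sensitive Fluo-8 fluorescence; evaluation: percent inhibition of calcium signal; also added: ATP as calcium-mobilizing challenge; repeats: one well per compound; control set: ATP-challenged DMSO wells low, unchallenged DMSO wells high; compound: single nominal dose of 5.6 µM per compound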
M1 ag = activates human CHRM1 receptor | P11229 | CHO-K1 hM1, Fluo-8 calcium fluorescence, agonist mode; 0% DMSO, 100% acetylcholine EC100 | activation, % at 3 µM | 360,000 compounds, 0.33% hits;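 active means activation above the run's mean compound activation plus 3 SD, cut at about 16% in these data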;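 further: peak over basal fluorescence ratio within a 140 s kinetic read after compound addition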
CHRM1 antagonist = blocks human M1 muscarinic receptor; P11229; CHO-K1 hM1, Fluo-8 calcium fluorescence, ACh EC80 antagonist; inhibition, % at 3 µM; 360,000 compounds, 1.3% hits; AID 588852;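 active means percent inhibition above its own plate's cutoff, namely the mean of that plate's compound wells plus 3 SD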;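 further: peak over basal fluorescence ratio during 140 s after agonist addition; 0% = ACh EC80 plus DMSO and 100% = DMSO alone without agonist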
M1 PAM = potentiates human M1 receptor response to acetylcholine; P11229; CHO-K1 hM1, Fluo-8 calcium fluorescence, ACh EC20; 0% = ACh EC20, 100% = maximal ACh; activation, % at 3 µM; 360,000 compounds, 0.088% hits; AID 588819; in the data active means activation above about 19%, passing the limit was not always enough
V1R ag counter = activates human V1a receptor in oxytocin agonist counter-screen. P37288. CHO-V1R cells, Fluo-8 calcium fluorescence, agonist mode; 0% DMSO, 100% 3 nM vasopressin. activation, % at 3 µM. 320,000 compounds, 0.25% hits. AID 2797;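 active means activation above the mean activation of all tested compounds plus 3 SD, per screening run, cut at about 20% in these data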;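 further: signal is peak over basal fluorescence ratio across a 100 second FLIPR read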
OXTR potentiate = potentiates the human oxytocin receptor response | activation, % at 3 µM | 320,000 compounds, 0.061% hits | CHO-OTR cells, Fluo-8 calcium fluorescence, potentiator mode; 0% = oxytocin EC15, 100% = EC100 | P30559 | AID 2445;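 active means activation above that plate's cutoff, the mean activation of tested compounds plus 3 SD, cut at about 6.6% in these data, passing the limit was not always enough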;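 further: 100% uses oxytocin at 75 nM as the full agonist control; some results filed as inactive read as strong as hits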
Target sequence (P30559 whole entry, looked up): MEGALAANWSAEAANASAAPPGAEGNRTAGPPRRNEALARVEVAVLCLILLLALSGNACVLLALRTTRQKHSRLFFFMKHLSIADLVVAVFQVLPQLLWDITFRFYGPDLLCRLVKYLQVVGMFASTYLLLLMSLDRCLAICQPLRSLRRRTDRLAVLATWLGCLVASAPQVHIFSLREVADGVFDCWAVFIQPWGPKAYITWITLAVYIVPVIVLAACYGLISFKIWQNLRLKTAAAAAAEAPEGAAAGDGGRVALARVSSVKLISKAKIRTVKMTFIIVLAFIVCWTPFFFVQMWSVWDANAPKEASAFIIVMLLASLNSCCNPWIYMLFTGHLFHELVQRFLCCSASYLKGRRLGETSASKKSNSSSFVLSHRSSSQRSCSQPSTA
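test system = CHO-OTR cells, human receptor | compound = single-point 3.0 µM | schedule = 6 min compound pre-incubation at room temperature, 100 s kinetic read | signal = Fluo-8 no-wash calcium dye fluorescence, excitation 470-495 nm, emission 515-575 nm | repeats = single well per compound, singlicate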
TAAR1 antag = antagonists of human TAAR1. Q96RJ0. CHO RD-HGA16 TAAR1, Fluo-8 calcium fluorescence, antagonist. inhibition, % at 3 µM. 360,000 compounds, 1.5% hits;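 active means inhibition above a per-plate cutoff, the mean inhibition of test compounds on that plate plus 3 SD, cut at about 49% in these data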;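 further: 0% = DMSO plus EC80 beta-PEA response and 100% = DMSO alone without agonist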
Target sequence (Q96RJ0 whole entry, looked up): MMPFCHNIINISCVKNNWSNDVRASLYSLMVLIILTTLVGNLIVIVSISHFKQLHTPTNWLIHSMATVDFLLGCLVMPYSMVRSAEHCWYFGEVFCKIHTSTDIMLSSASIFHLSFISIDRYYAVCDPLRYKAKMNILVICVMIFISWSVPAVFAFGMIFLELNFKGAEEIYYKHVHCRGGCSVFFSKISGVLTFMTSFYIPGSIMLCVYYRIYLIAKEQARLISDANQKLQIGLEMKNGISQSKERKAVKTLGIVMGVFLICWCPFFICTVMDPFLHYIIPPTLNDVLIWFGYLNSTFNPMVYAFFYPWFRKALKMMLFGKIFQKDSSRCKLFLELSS
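Assay system: RD-HGA16 CHO cells with stable hTAAR1 and Gα16 / Reagent: EC80 β-phenethylamine stimulus / Doses: 3 µM, single point / Timing: dye loading 75 min at 37 °C, then 30 min room temperature / Measured by: Fluo-8 intracellular calcium dye fluorescence, real-time kinetic reads / Controls: vehicle wells and EC80 agonist wells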
TAAR1 agonist = agonists of human TAAR1 | Q96RJ0 | activation, % at 3 µM | 360,000 compounds, 0.99% hits | AID 624467 | CHO RD-HGA16 TAAR1, Fluo-8 calcium fluorescence; vehicle wells 0%, saturating PEA agonist 100%;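 active means activation above the mean activation of all test compounds in the run plus 3 SD, cut at about 38% in these data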
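Test system: RD-HGA16 (CHO) cells co-expressing Gα16 and hTAAR1 | Doses: Single dose, 3 µM | Schedule: 17-24 h seeding, 75 min 37 °C dye, 30 min RT | Evaluation: % activation from peak over basal fluorescence ratio, DMSO-to-PEA scaled | Technique: Kinetic Fluo-8 calcium fluorescence | Benchmarks: Low control DMSO, high control PEA (EC100)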
OXTR agonist = agonists of human oxytocin receptor | 320,000 compounds, 0.32% hits | P30559 | CHO-OTR cells, Fluo-8 calcium fluorescence; normalized: DMSO 0%, oxytocin 100% | AID 2435 | activation, % at 3 µM;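 active means activation above the mean of all tested compounds plus 3 SD, cutoff set per screening run, cut at about 20% in these data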;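 further: peak over basal fluorescence ratio from a 100 s FLIPR kinetic read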
* marks the source's active call; other numbers are inactive results; x = no result given. The order is random (roughly 3.7% active in at least one column).

SMILES	CHO parental Ca	M1 ag	CHRM1 antagonist	M1 PAM	V1R ag counter	OXTR potentiate	TAAR1 antag	TAAR1 agonist	OXTR agonist
CCOCCCNS(=O)(=O)c1ccc(NC(=O)C2CC(=O)N(c3ccc(C)cc3)C2)cc1 (stereo not drawn)	-20	-9	-10	7	1.1	-21	13	6	-1.8
COc1cc(NC(=S)NCCC(c2ccccc2)c2ccccc2)cc(OC)c1	-14	-7	3	-8	0.2	-13	25	3	-1.3
O=C1CCc2cc(S(=O)(=O)NC(Cc3ccccc3)C(=O)NC3CCCCC3)ccc2N1 (stereo not drawn)	1	-5	-12	10	0.5	2	4	1	0.1
CC(=O)Nc1ccc(C(=O)/C=C/c2ccco2)cc1	1	-5	-15	8	1.1	-14	-23	1	0.1
O=C(O)c1cc2nc(-c3ccccc3)cc(C(F)(F)F)n2n1	0	-4	-6	9	0.6	-8	-11	3	0.0
CC1(C)C(C#N)=C(N)OC2=C1C(=O)CCC2	-11	-1	17	-7	0.7	-3	-21	1	1.9
CC(C)(C)c1ccc(/C=N/N2CCN(c3ccccn3)CC2)cc1	-27	-4	-9	9	1.6	-2	-18	-1	-1.3
O=S(=O)(c1ccc2ccccc2c1)N1CCN(S(=O)(=O)N2CCOCC2)CC1	15	-4	-7	2	4.3	-13	11	4	4.0
COc1ccc(OC)c(NC(=O)CN2C(=O)C(=O)N(Cc3ccccc3)C2=O)c1	-13	-3	5	0	1.1	-5	10	2	5.7
COCCN1C2=C(C(=O)CC(C)(C)C2)C(c2ccc(O)c(OC)c2)C2=C1CC(C)(C)CC2=O	0	-4	-4	5	-0.7	-1	-31	1	0.5
OC(COC(c1ccc(Cl)cc1)c1ccc(Cl)cc1)CN1CCc2ccccc2C1 (stereo not drawn)	-20	-7	4	-3	-0.3	4	25	82*	0.4
CCc1nc(SCC(=O)c2cc(C)ccc2C)n[nH]1	-6	-4	-2	2	-0.3	2	2	0	0.4
COc1ccc(-c2cc(C(F)(F)F)nc(S(=O)(=O)CCCC(=O)Nc3cccnc3Cl)n2)cc1OC	x	-7	-6	4	x	x	-11	0	x
c1ccc(-c2noc(CN3CCOCC3)n2)cc1	-13	-7	2	-1	1.3	-7	-10	5	0.4
COc1cccc(OCc2cc(C(=O)NC(C)c3cnn(C)c3C)no2)c1 (stereo not drawn)	-25	-2	-9	3	1.4	5	0	4	2.1
O=C(Cn1cnc2ccccc2c1=O)NCC1COc2ccccc2O1 (stereo not drawn)	-14	0	-4	3	1.8	0	-1	3	0.9
COc1ccc(N(C(C)C(=O)N/N=C/c2ccc(OC)c(OC)c2)S(C)(=O)=O)cc1 (stereo not drawn)	-9	-3	-7	8	0.6	-3	7	4	-0.9
Cc1ccc2[nH]c3c(c2c1)CCCC3NC(=O)CCl (stereo not drawn)	-17	-4	-2	0	-0.2	-3	x	x	-1.3
O=S(=O)(NCCN1CCCC1)c1ccc(Br)cc1	-6	-9	-13	7	0.3	1	-1	6	-1.4
c1ccc(C2(CN3CCNC[C@H]3Cc3cccc4ccccc34)CC2)cc1	-22	-1	-6	15	2.4	-7	2	44*	7.6
C/C(CC(=O)Nc1cc(Cl)ccc1Cl)=N\NC(N)=S	-11	1	2	6	1.4	-11	-8	9	-1.1
COc1cc(/C=N/NC(=O)c2ccncc2)c([N+](=O)[O-])cc1OC	-9	-6	-14	10	-0.1	-3	-25	3	0.0
COc1ccc(C)cc1NC(=O)CSc1cccc[n+]1[O-]	5	-1	-1	5	1.0	-1	1	6	1.4
COc1cc(/C=N/n2cnnc2)ccc1OC(=O)c1ccco1	-9	-7	-6	8	0.5	-13	4	0	1.5
CCCCc1nc(C(N)=O)c2[nH]c(=O)n(-c3ccc(OC)cc3OC)c2n1	4	0	-7	3	0.5	-4	x	x	-0.4

SMILES	CHO parental Ca	M1 ag	CHRM1 antagonist	M1 PAM	V1R ag counter	OXTR potentiate	TAAR1 antag	TAAR1 agonist	OXTR agonist
O=C(COC(=O)c1ccc(Cl)nc1)NCc1cccs1	-9	-2	0	2	0.0	2	-2	1	-0.1
Oc1c(C=Nc2ccc(Cl)cn2)sc2ccccc12	-4	-1	-11	6	7.6	-1	4	4	4.7
Cc1sc2nc(CSc3nc4ccccc4s3)[nH]c(=O)c2c1C	-15	x	x	x	0.1	0	-10	0	0.0
COc1ccc(S(=O)(=O)Nc2ccc3c(c2)N(C(C)=O)CCC3)cc1	6	2	8	-6	8.5	-12	6	8	9.1
O=S(=O)(O)c1cc(O)c2c(O)c(N=Nc3cc(Cl)ccc3O)c(S(=O)(=O)O)cc2c1	-9	-3	-3	8	-0.2	-6	x	x	0.2
O=C(NCc1ccccc1)C1Cc2c(-c3ccc4c(c3)OCO4)ccnc2O1 (stereo not drawn)	x	1	-18	18	x	x	1	-2	x
N=c1n(CCN2CCOCC2)c2ccccc2n1Cc1ccccc1Br	-18	-7	13	-12	0.0	-4	3	-1	1.0
O=c1[nH]c2cc3c(cc2cc1CN(CC1CCCO1)S(=O)(=O)c1ccccc1)OCCO3 (stereo not drawn)	-18	-8	-5	3	0.2	2	-20	6	-0.7
O=C(NN1C(=O)c2ccccc2C1=O)c1ccncc1	3	0	-4	11	-0.3	-4	8	5	0.2
COCCn1cnc2c1c(=O)n(CC(=O)c1ccc3c(c1)OCCO3)c(=O)n2Cc1ccccc1	-16	1	-17	18	0.0	-2	-3	0	-0.1
COc1ccc2nc3sc(C(=O)NCc4cccs4)c(N)c3cc2c1	-8	x	x	x	2.8	-6	4	11	1.9
COc1cccc(CNC(=O)c2nnn(CC(=O)Nc3cc(C)ccc3C)c2N)c1	-3	1	-10	14	2.8	-7	-25	3	3.8
CCCN1Cc2cccc(C(=O)NCc3ccc4c(c3)OCO4)c2C1=O	-28	-4	6	0	3.2	-12	0	1	-2.0
COc1ccc(NS(=O)(=O)c2ccc(N3CCCC3=O)cc2)cn1	-1	-1	19	-20	7.5	-11	-6	8	9.6
O=C(Cn1cc([N+](=O)[O-])cn1)NC1CCCCCC1	-2	-4	2	2	0.3	-1	-11	8	0.0
Clc1ccc2c(SCC3CO3)c3ccccc3nc2c1 (stereo not drawn)	x	1	-7	2	x	x	4	4	x
CN(C)CCN1C(=O)C(O)=C(C(=O)c2ccco2)C1c1ccccc1F (stereo not drawn)	-3	-3	-3	3	-0.3	-8	-14	0	-0.4
CCOC(=O)c1[nH]c(C)c(C(=O)NCc2cccnc2)c1C	-2	-4	-8	0	0.4	-11	26	1	-0.1
Cc1ccc(-c2csc3nc[nH]c(=O)c23)cc1	0	-5	7	-4	-0.7	-2	-16	-2	-2.9
O=C(c1ccc([N+](=O)[O-])cc1)n1nc(-c2ccccc2)nc1NCc1ccccc1	-11	-5	-9	3	1.2	-10	11	16	-0.2
COc1ccccc1OCCCC(=O)NC(C)c1ccccc1 (stereo not drawn)	-9	-4	-1	3	-0.8	-3	7	2	-0.9
CCOc1ccc(C2=NNC(c3cccnc3)=Nc3ccc(OC)cc32)cc1	-26	-5	-7	9	0.4	-7	13	5	-1.0
CCC(C(=O)O/N=C(\N)c1ccc(Cl)cc1)c1ccccc1 (stereo not drawn)	-1	-4	-7	8	-0.3	-4	-5	5	-1.6
Cn1nc(C(F)(F)F)c(-c2ccccc2)c1NC(=O)CCC(=O)O	-24	-2	-6	0	0.6	2	-12	3	1.0
CC(C)c1cc(Cn2c3ccccc3c(=O)n2C(C)CBr)on1 (stereo not drawn)	x	-4	-19	-1	x	x	-16	1	x

SMILES	CHO parental Ca	M1 ag	CHRM1 antagonist	M1 PAM	V1R ag counter	OXTR potentiate	TAAR1 antag	TAAR1 agonist	OXTR agonist
Cn1c(=O)n(CCCOc2ccc(Br)cc2)c2ccccc21	-33	-5	-12	8	-1.2	-12	3	-1	-2.8
COc1ccc(C)cc1NC(=O)CCN1CCN(c2ccccc2F)CC1	-15	-6	-10	1	-0.7	1	12	3	-1.9
COC(=O)[C@@H](NC(=O)Nc1ccc(S(N)(=O)=O)cc1)C(C)C	-6	-3	-1	1	0.3	-8	0	2	0.7
CCc1nnc(NC(=O)C2CCCN2C(=O)NC2CCCCC2)s1 (stereo not drawn)	0	-3	-4	6	1.7	-5	3	0	0.4
O=C(OCc1ccccc1)N1CCC2CC1c1ccc(Cl)cc12 (stereo not drawn)	x	6	-3	6	x	x	-16	-2	x
COC(=O)c1ccc(NC(=O)Nc2ccc(OC)c(OC)c2)cc1	-5	0	5	-10	3.8	-6	8	11	3.1
CC(NC(=O)C(=S)N1CCN(C)CC1)c1ccccc1 (stereo not drawn)	-13	-3	-10	10	1.1	-4	11	1	0.1
CN(C)S(=O)(=O)c1ccc(NC(=O)C2COc3ccccc3O2)cc1 (stereo not drawn)	0	0	-11	12	1.9	1	5	3	-0.6
CN(CC(=O)Nc1ccc(OC(F)(F)F)cc1)C1CCCCC1	-3	2	-8	7	-1.2	1	-13	14	-0.1
CCN1CCN(C(=O)c2cc3c(=O)oc4ccc(C)cc4c3s2)CC1	-5	-13	3	-4	-0.1	-2	10	1	1.3
COCCNCc1nc2sc(C)c(-c3ccccc3)c2c(=O)[nH]1	-5	-3	-25	5	0.2	-3	-6	1	-0.2
O=C1/C(=C/c2ccccc2)SC(=S)N1CC(=O)N1CCCCC1c1cccnc1 (stereo not drawn)	-34	-3	17	-10	3.5	-4	15	2	-1.8
O=C1c2ccsc2SCCN1Cc1ccccc1	-19	-5	-9	10	-0.8	-21	7	-1	-1.8
COc1ccc(CNC(=O)CCNC(=O)N2CCn3c2nc2ccccc23)cc1	-11	-4	-3	3	1.1	-2	-14	-2	-0.8
O=C1Nc2cc(C(=O)N3CCN(c4ccc(F)cc4)CC3)ccc2NC1CSCc1cccc(F)c1 (stereo not drawn)	3	-2	-7	7	-0.1	-5	-35	5	0.9
O=C(NNC(=O)c1ccc(Cn2cccn2)o1)NC12CC3CC(CC(C3)C1)C2	x	-1	-9	-2	x	x	-2	2	x

Three compounds out of the list above, ordered by the number in M1 ag, largest number first:
Compound | M1 ag | CHRM1 antagonist | M1 PAM | OXTR potentiate | TAAR1 antag
COCCN1C2=C(C(=O)CC(C)(C)C2)C(c2ccc(O)c(OC)c2)C2=C1CC(C)(C)CC2=O | -4 | -4 | 5 | -1 | -31
Cc1ccc(-c2csc3nc[nH]c(=O)c23)cc1 | -5 | 7 | -4 | -2 | -16
COc1cc(/C=N/NC(=O)c2ccncc2)c([N+](=O)[O-])cc1OC | -6 | -14 | 10 | -3 | -25
